NIH3T3 tox: kills NIH 3T3 cells. NIH 3T3 viability, CellTiter-Glo ATP luminescence, 48-72 h. Potency, µM (top dose mostly 96.7 µM), for the others: top-dose activity change, negative = cytotoxicity, usual class: inhibitors. actives 4.3% (n = 94,000). AID 1345082; further: potency means the concentration at half of the fitted maximal effect; nearly all actives have a fitted effect of over 55% in size
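First NIH 3T3 cells are plated at 400 cells/well; next compound is pinned in; then plates incubate 48 or 72 hr at 37 °C; finally CellTiter-Glo is added and luminescence read after 10 min.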
GPT2 inhibitor: GPT2 alanine aminotransferase inhibition. Recombinant GPT2, coupled pyruvate oxidase/HRP Amplex Red fluorescence. Potency, µM (titrated, usually from 57.7 µM), inactives show at the highest dose activity change, negative = inhibition, most hits filed as inhibitors. actives 0.25% (n = 100,000); further: potency means the concentration at half of the fitted maximal effect; nearly all actives have a fitted effect of over 60% in size; many of its hits are not listed in these tables
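GPT2 10ng/uL, a-KG 250uM, L-Ala 2mM, HEPES pH7.5 + 0.0001% Tween; 30 min RT. Then Amplex mix (PO/HRP/ThPP), 30 min RT dark, fluorescence. AOA 50uM used as positive control.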
HEK293 tox: HEK 293 cell cytotoxicity; HEK 293 viability, ATP luminescence (CellTiter-Glo), 48-72 h; Potency, µM (top dose mostly 115 µM), inactives show at the highest dose activity change, negative = cytotoxicity, hits mostly inhibitors; actives 6.6% (n = 94,000); AID 1345083; further: potency means the concentration at half of the fitted maximal effect; nearly all actives have a fitted effect of over 60% in size
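Cells seeded first (HEK 293, 250 cells/well), then compound added by pintool. Incubation ran 48 or 72 hr at 37 degree Celsius. CellTiter-Glo was added and luminescence imaged after 10 min at room temperature.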
SNCA expr inhib: inhibitors of alpha-synuclein (SNCA) gene expression | HEK-293 SNCA-luciferase knock-in, luminescence, 24 h | Potency, µM (highest dose often 57.2 µM), inactives show at the top dose activity change, negative = inhibition, most hits filed as inhibitors | actives 0.17% (n = 140,000) | AID 1671194;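 further: potency means the concentration at half of the fitted maximal effect; plate controls were DMSO cells for no effect and cell-free wells for full effect; nearly all actives have a fitted effect of over 45% in size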
IP6K1 inhibitor: blocks human inositol hexakisphosphate kinase 1; AID 1645851; IP6K1 kinase, ADP-Glo luminescence, 2 h; stronger effect = lower value; activity change, % (series mostly up to about 58 µM); actives 0.81% (n = 140,000); in the data active means activity change below about -25%
Target sequence (Q92551 whole entry, looked up): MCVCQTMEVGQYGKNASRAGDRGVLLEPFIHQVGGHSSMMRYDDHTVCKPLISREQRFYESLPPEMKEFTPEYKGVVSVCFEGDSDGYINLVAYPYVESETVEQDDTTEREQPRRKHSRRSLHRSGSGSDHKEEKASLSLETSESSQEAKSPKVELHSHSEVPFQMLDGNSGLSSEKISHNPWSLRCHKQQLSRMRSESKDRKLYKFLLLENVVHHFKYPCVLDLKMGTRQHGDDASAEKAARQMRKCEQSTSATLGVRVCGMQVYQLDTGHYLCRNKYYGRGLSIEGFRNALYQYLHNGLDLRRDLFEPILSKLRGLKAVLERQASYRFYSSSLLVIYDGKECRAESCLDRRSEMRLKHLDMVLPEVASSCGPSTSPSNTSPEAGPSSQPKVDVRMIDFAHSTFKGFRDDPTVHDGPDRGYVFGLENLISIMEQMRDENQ
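ADP-Glo luminescence measures ADP made by human IP6K1 during a 2 h RT reaction with ATP/IP6 (mix at 1.3 mM/130 uM); top library doses 57.5 and 19.1 uM final.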
FLuc inh: inhibitors of firefly (Photinus pyralis) luciferase; P08659; purified P. pyralis luciferase, luminescence, biochemical; Potency, µM (titrated, usually from 115 µM), for the others: at the top dose activity change, negative = inhibition, actives largely listed as inhibitors; actives 2.5% (n = 76,000); further: potency means the concentration at half of the fitted maximal effect; nearly all actives have a fitted effect of over 65% in size
Target sequence (P08659 whole entry, looked up): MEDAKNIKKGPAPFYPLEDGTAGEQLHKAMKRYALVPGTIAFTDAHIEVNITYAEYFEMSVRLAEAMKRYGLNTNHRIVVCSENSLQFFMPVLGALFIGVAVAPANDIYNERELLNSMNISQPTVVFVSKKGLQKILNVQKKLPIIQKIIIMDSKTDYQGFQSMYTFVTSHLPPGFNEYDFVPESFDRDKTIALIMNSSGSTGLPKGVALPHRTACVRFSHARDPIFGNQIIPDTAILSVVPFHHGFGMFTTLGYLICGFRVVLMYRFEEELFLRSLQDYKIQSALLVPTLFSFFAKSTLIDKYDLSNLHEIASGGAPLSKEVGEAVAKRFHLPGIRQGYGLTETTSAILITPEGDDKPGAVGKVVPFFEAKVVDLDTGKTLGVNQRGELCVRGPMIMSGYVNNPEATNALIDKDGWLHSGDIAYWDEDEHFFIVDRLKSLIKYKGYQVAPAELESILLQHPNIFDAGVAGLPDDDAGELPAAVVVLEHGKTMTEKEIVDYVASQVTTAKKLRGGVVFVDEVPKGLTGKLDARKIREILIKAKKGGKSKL
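Cell-free enzyme assay, 10nM P. pyralis luciferase, luciferin and ATP each at 10uM. Inhibition profiled over a 6-point titration, read as luminescence.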
SNCA viab count: reduces viability of HEK-293 SNCA reporter cells; HEK-293-SNCA-luc viability, GF-AFC fluorescence, 24 h; Potency, µM (series often up to 57.1 µM), for inactives: top-dose activity change, negative = cytotoxicity, most hits filed as cytotoxic; actives 0.12% (n = 150,000); AID 1671193;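 further: potency means the concentration at half of the fitted maximal effect; 0% = DMSO-treated cells and -100% = medium-only wells without cells; nearly all actives have a fitted effect of over 30% in size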
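HEK-293-SNCA-luc cells (1500/well) plated 24 h, then exposed 24 h to a dilution series; GF-AFC added 30 min at 37C, fluorescence 405/540 nm; normalised to medium-only and DMSO wells, Hill fit.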
* hit, by the source's call; i = inactive; ? = inconclusive; . = no result given; [ ] = remark or other dose. Unless noted, the call rests on the fitted dose curve; in most records, active means well fitted curve in the direction sought with a large enough effect; inconclusive means small, poorly fitted or top-dose-only effect, or another doubt; inactive means no such curve, though single readings can be large; an effect the other way counts as inactive or inconclusive. Unless noted, on the % scale 0 is the no-effect control and ±100 the full control effect. The list is partial. The share of hits here may be higher or lower than overall.

SMILES	NIH3T3 tox	GPT2 inhibitor	HEK293 tox	SNCA expr inhib	IP6K1 inhibitor	FLuc inh	SNCA viab count
CC(=O)N1[C@H]2CC[C@@H]1c1cnc(-c3ccc(F)cc3)nc1C2	-13.3%	-2.5%	-15.8%	19.2%	15.5	-7.9%	-2.5%
COc1ccccc1-c1cc([C@H]2CN3CC[C@H]2C[C@@H]3CNS(=O)(=O)c2ccc(NC(C)=O)cc2)nc(C)n1	?	2.0%	-20.5%	-1.6%	-3.0	1.9%	-21.5%
CCCCCCCCCCCCCC(=O)O[C@@H]1[C@@H](C)[C@@]2(O)[C@@H](C=C(CO)C[C@@]3(O)C(=O)C(C)=C[C@@H]23)C2C(C)(C)[C@@]21OC(C)=O (stereo partly specified)	.	i	.	52.0%[activator]	.	.	6.9%
CC1=CC2/C=C(\C)CCCC(O)/C=C/C(=O)OC23C(=O)NC(CC(C)C)C3C1C (stereo unspecified)	.	4.2%[27.3 µM]	.	.	-10.0	.	-22.9%
Cc1ccc(C(=O)N2[C@H]3CC[C@@H]2c2cnc(-c4ccc(F)cc4)nc2C3)cn1	-25.9%	4.4%	?	-6.4%	1.3	8.7%	0.6%
C=C[C@H]1CN2CC[C@H]1C[C@@H]2CNC(=O)c1cccnc1SC	-11.0%[138 µM]	1.0%[88.5 µM]	-5.5%[172 µM]	21.0%[87.6 µM]	6.8	-5.3%[172 µM]	-7.0%[87.6 µM]
N[C@@]1(C(=O)O)CC[C@@H](C(=O)O)C1	.	i	.	-0.6%	.	.	-1.5%
O=S(=O)(NC[C@H]1C[C@@H]2CCN1C[C@@H]2CN1CCOCC1)c1ccc(Cl)cc1	1.9%[174 µM]	i	2.2%[172 µM]	4.2%[87.6 µM]	-9.4	14.5%[172 µM]	5.7%[87.6 µM]
CCN1C[C@]2(COC)CC[C@H](O)[C@@]34C5C[C@@H]6[C@@H](OC)C[C@@](OC(C)=O)(C5[C@@H]6OC(C)=O)[C@H]([C@H](OC)C23)[C@@H]14 (stereo partly specified)	.	i	.	.	20.2	.	5.2%[23.9 µM]
CC(=O)OC1(c2ccccc2)CCN(CCc2ccccc2)CC1	.	3.0%[88.5 µM]	.	14.4%	3.6	.	29.7%
COc1cc2c(cc1OCC1CC1)NC(=O)C21CCN(c2nc(C)cnc2C)CC1	?	1.1%[88.5 µM]	?	4.1%[87.6 µM]	-32.2*	-0.3%[172 µM]	-13.9%[87.6 µM]
C#C[C@]1(O)C=C[C@H]2[C@@H]3CCC4=CC(=O)CC[C@@H]4[C@H]3CC[C@@]21CC	.	0.8%	.	18.5%[25.6 µM]	-5.4	.	-7.2%[23.9 µM]
C/C1=C/[C@@H](C)C/C=C/[C@H]2[C@@H]3O[C@]3(C)[C@@H](C)[C@H]3[C@H](Cc4c[nH]c5ccccc45)NC(=O)[C@]32C(=O)/C=C\C(=O)[C@@H]1O	.	?	.	.	25.0	.	?
Nc1c(C(=O)Nc2ccc(Cl)c(C(F)(F)F)c2)sc2nc3c(cc12)N1CCC3CC1	.	.	.	51.7%[activator]	28.7	.	24.8%
O=C(NCc1ccccc1)[C@H]1CN2CCC1C[C@@H]2Cn1cc(CCO)nn1 (stereo partly specified)	-8.0%[174 µM]	-0.2%[88.5 µM]	-1.1%[172 µM]	14.2%[87.6 µM]	12.9	-4.5%[172 µM]	-10.2%[87.6 µM]
C=C[C@H]1CN2CC[C@H]1C[C@@H]2CNS(=O)(=O)c1ccccc1	3.8%[174 µM]	i	5.0%[172 µM]	?	5.3	-2.6%[172 µM]	4.1%[87.6 µM]
C=C[C@H]1CN2CC[C@H]1C[C@@H]2CNS(=O)(=O)c1cccc(C#N)c1	-14.1%[174 µM]	2.2%[88.5 µM]	1.2%[172 µM]	24.6%[87.6 µM]	2.6	1.4%[172 µM]	3.2%[87.6 µM]
O=c1ccc(-c2ccccc2)c2n1C[C@H]1C[C@@H]2CN(S(=O)(=O)c2cccs2)C1	?	-2.6%[88.5 µM]	-25.3%[172 µM]	-10.9%[87.6 µM]	0.4	2.7%[172 µM]	0.0%[87.6 µM]
COc1ccccc1N1CCN(C(=O)[C@H]2CN3CCC2C[C@@H]3Cn2cc(COc3ccccc3)nn2)CC1 (stereo partly specified)	-23.5%	-1.8%	-19.3%	-13.5%	6.5	-2.7%	-0.1%
CC(C)(C)c1cc(C=C(C#N)C#N)cc(C(C)(C)C)c1O	.	-7.5%	.	?	.	.	?
C[N+](C)(C)CCOC(=O)C(O)(c1ccccc1)c1ccccc1	.	i	.	-29.1%[25.6 µM]	10.7	.	43.2%[23.9 µM]
c1ccc(C2=NOC3(CCCN(Cc4ccccn4)C3)C2)cc1 (stereo unspecified)	-16.6%	i	-10.0%	12.9%	-1.3	.	-13.1%
O=C(CBr)Nc1ccc(Cl)cc1C(=O)c1ccccc1F	.	i	.	-39.6%[25.6 µM]	8.4	.	18.5%[23.9 µM]
COc1cc2c(cc1OC1CCCC1)NC(=O)C21CCN(c2cc(NC3CC3)ncn2)CC1	?	3.2%	?	-6.5%	-15.5	-21.9%	-0.4%
Cc1nc(-c2ccccc2)cc([C@H]2CN3CC[C@H]2C[C@@H]3CNC(=O)c2ccco2)n1	?	i	?	?	2.2	-5.0%[172 µM]	-3.7%[87.6 µM]
COCCNC(=O)[C@H]1CN2CCC1C[C@@H]2Cn1cc(CCO)nn1 (stereo partly specified)	-15.7%[174 µM]	i	-2.6%[172 µM]	?	10.7	-5.2%[172 µM]	-12.7%[87.6 µM]
Cc1cccc(OC(C)C(=O)NCC2(N(C)C)CCCCC2)c1C (stereo unspecified)	.	.	.	10.8%	-2.0	.	1.4%
COc1ccc2c(c1O)-c1cccc3c1[C@@H](C2)N(C)CC3	.	i	.	-28.4%	.	.	2.9%
O=C(Nc1ccccc1)[C@H]1CN2CCC1C[C@@H]2Cn1cc(-c2ccccc2)nn1 (stereo partly specified)	-22.7%[174 µM]	i	-25.6%[172 µM]	-21.2%[87.6 µM]	-0.2	-0.9%[172 µM]	?
Cc1nc(N2CC3CC(C2)c2cccc(=O)n2C3)c2c(C)nn(C)c2n1 (stereo unspecified)	0.2%	-4.0%	1.8%	-3.6%	-7.0	-9.2%	12.0%
COC1CN(c2ccc(C)cc2)C12CCNCC2 (stereo unspecified)	?	i	?	-13.0%	3.7	-0.3%	-3.8%
CNC(=O)c1cc(C#N)cc(C)c1NC(=O)c1cc(Br)nn1-c1ncccc1Cl	.	3.4%	.	.	-3.3	.	4.2%
O=C1NC2(CN(Cc3ccncc3)C2)Oc2ccccc21	?	i	-15.9%[172 µM]	20.3%[87.6 µM]	-1.9	-12.0%[172 µM]	4.0%[87.6 µM]
O=C(Nc1ccccc1)[C@H]1CN2CC[C@H]1C[C@@H]2Cn1cc(COc2ccccc2)nn1	-5.3%[174 µM]	-8.2%[88.5 µM]	4.1%[172 µM]	8.5%[87.6 µM]	5.7	0.9%[172 µM]	-2.2%[87.6 µM]
CCN1CCCCC12Cc1ccccc1CN(C(=O)Cc1ccc(O)cc1)C2 (stereo unspecified)	-7.4%	i	-11.1%	9.3%	3.9	.	-8.7%
CC1CCCCCC(=O)c2c(O)cc(O)cc2CC(=O)O1 (stereo unspecified)	.	i	.	.	17.8	.	-11.9%

Part of the list above, limited to GPT2 inhibitor, SNCA expr inhib and SNCA viab count.
Structure	GPT2 inhibitor	SNCA expr inhib	SNCA viab count
O=C(Nc1ccccc1)[C@H]1CN2CC[C@H]1C[C@@H]2Cn1cc(COc2ccccc2)nn1	-8.2%[88.5 µM]	8.5%[87.6 µM]	-2.2%[87.6 µM]
CCN1CCCCC12Cc1ccccc1CN(C(=O)Cc1ccc(O)cc1)C2 (stereo unspecified)	i	9.3%	-8.7%
CC1CCCCCC(=O)c2c(O)cc(O)cc2CC(=O)O1 (stereo unspecified)	i	.	-11.9%

(list continues)
SMILES	NIH3T3 tox	GPT2 inhibitor	HEK293 tox	SNCA expr inhib	IP6K1 inhibitor	FLuc inh	SNCA viab count
COc1ccc(CC2C(=O)NC(C)C(=O)N(C)C3Cc4ccc(cc4)Oc4cc(ccc4OC4OC(CO)C(O)C(O)C4O)CC(C(=O)NC(C)C(=O)NC(CCC(=O)O)C(=O)N2C)N(C)C3=O)cc1 (stereo unspecified)	.	0.2%[17.1 µM]	.	.	-0.7	.	-7.6%[12.5 µM]
CCC(CC)c1cc([C@H]2CN3CC[C@H]2C[C@@H]3COC(=O)Nc2ccccc2)nc(-c2ccncc2)n1	-17.7%	?	-14.5%	7.4%	14.4	5.7%	3.5%
Cc1ccc(NC(=O)CN2C(=O)CN=C(c3ccccc3)c3ccccc32)cc1	.	.	.	-1.2%	14.0	.	-4.6%
CNc1nc(N2C[C@H]3CN(CCOC)C[C@@]3(C(=O)O)C2)ncc1F	-7.4%	-10.2%	3.7%	?	22.2	-10.5%	-1.2%
Cc1ccc(CNC(=O)N2[C@H]3CC[C@@H]2c2cncnc2C3)cc1	-8.9%	i	i	-16.9%	0.8	2.0%	-1.3%
C[Se]C[C@H](N)C(=O)O	.	-6.9%	.	-8.1%	.	.	4.2%
Cc1cccc(NC(=O)NC2N=C(c3ccccc3)c3ccccc3N(CC(=O)c3ccccc3C)C2=O)c1 (stereo unspecified)	.	-3.4%	.	.	2.4	.	-7.8%
Cn1nc(-c2ccccc2)cc1[C@H]1CN2CC[C@H]1C[C@@H]2CNS(=O)(=O)c1cccs1	?	i	?	?	-7.6	-1.2%[172 µM]	-23.5%[87.6 µM]
CCOC(=O)[C@H]1CN(C(=O)c2ccc(Cl)cc2)[C@]2(C)C(=O)N(CC3CC3)c3ccccc3[C@H]12	?	-3.8%[27.3 µM]	?	-0.4%[25.6 µM]	8.3	.	-6.0%[23.9 µM]
CC1=CC2(O)/C=C/C(C)(O)C(O)C(O)/C=C/C(=O)OC23C(=O)NC(CC(C)C)C3C1C (stereo unspecified)	.	i	.	.	6.2	.	-15.7%[23.9 µM]
Cc1ccc(-n2c(/C=C\c3ccc(F)c(F)c3)nc3ccccc3c2=O)c(C)c1	.	.	.	10.9%	4.3	.	7.3%
CN1CCC(N2C[C@@H]3OCC(=O)N[C@@H]3C2)CC1	2.3%[230 µM]	-6.6%[88.5 µM]	1.9%[230 µM]	-2.5%[87.6 µM]	8.8	-7.6%[230 µM]	-2.7%[87.6 µM]
Cc1noc(C)c1CN1CCCCC1c1cccnc1 (stereo unspecified)	-2.1%	3.1%	-3.8%	-6.8%	-6.8	3.3%	-2.8%
COc1cc2c(cc1-c1ccc(O)c(F)c1)NC(=O)C21CCN(C(C)=O)CC1	28.2µM*	-12.5%[88.5 µM]	-24.2%[172 µM]	-3.0%[87.6 µM]	-9.9	10.0%[172 µM]	4.3%[87.6 µM]

Screening data as filed in PubChem.
